# Compound activity: PubChem, National Center for Advancing Translational Sciences (NCATS)
# PGK inhibitor: inhibitors of T. brucei phosphoglycerate kinase; P07378; PGK/GAPDH coupled, Kinase-Glo luminescence, 60 min; Potency, µM (titrated, usually from 57.5 µM), for the others: at the highest dose activity change, negative = inhibition, most hits filed as inhibitors; hit rate 0.043% among 380,000; AID 602233; further: on the % scale 0 is the no-effect control and ±100 the full control effect; nearly all actives have a fitted effect of over 60% in size
#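 Luminescent ATP detection (Kinase-Glo Plus) follows a 60-minute room-temperature incubation, with wells lacking PGK as controls. Buffer: 100 mM TEA (pH 7.6), 5 mM MgCl2, 0.01% Tween-20. Coupling enzyme GAPDH (100 nM final) supplies unstable 1,3-BPG in-well.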
# TrxR1 inh: rat TrxR1 inhibition | O89049 | recombinant rTrxR1, NADPH fluorescence consumption, selenite substrate | Potency, µM (titrated, usually from 114 µM), for inactives: at the top dose activity change, negative = inhibition, usual class: inhibitors | hit rate 1% among 390,000 | AID 588453; further: on the % scale 0 is the no-effect control and ±100 the full control effect; nearly all actives have a fitted effect of over 65% in size
#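 Rat TrxR1 (90 nM in the dispensed reagent) was pre-reduced with 400 uM NADPH for 5 min at room temperature, then incubated with compound for 15 min. After 400 uM selenite was added, NADPH fluorescence (Ex 340/Em 450 nm) was followed for 8 min.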
# JMJD2A Tudor inh: blocks the human JMJD2A Tudor domain. Potency, µM (doses to about 114 µM), for inactives: at the highest dose activity change, negative = inhibition, actives largely listed as inhibitors. AlphaScreen JMJD2A-Tudor / H3K4me3 peptide binding. O75164. hit rate 4.4% among 390,000; further: on the % scale 0 is the no-effect control and ±100 the full control effect; nearly all actives have a fitted effect of over 50% in size
# HP1b binding inh: HP1-beta chromodomain-methylated histone interaction inhibition. P83916. AlphaScreen HP1-beta / biotin-H3K9me3 peptide binding. Potency, µM (series often up to 114 µM), without a hit: at the highest dose activity change, negative = inhibition, hits mostly inhibitors. hit rate 0.56% among 390,000. AID 540317; further: nearly all actives have a fitted effect of over 70% in size; inactives centre near 23
# Target sequence (P83916 whole entry, looked up): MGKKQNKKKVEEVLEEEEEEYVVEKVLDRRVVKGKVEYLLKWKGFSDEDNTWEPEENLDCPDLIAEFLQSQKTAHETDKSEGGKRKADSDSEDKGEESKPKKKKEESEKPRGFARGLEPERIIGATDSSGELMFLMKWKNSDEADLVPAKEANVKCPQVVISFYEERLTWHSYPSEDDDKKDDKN
#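 AlphaScreen: HP1-beta (50 nM) preformed 30 min with biotin-H3(1-18)K9me3 peptide (50 nM) in PBS pH 7.4, 0.01% Tween-20. Compound added for 30 min at RT, then streptavidin donor/nickel chelate acceptor beads (10 ug/mL) for 30 min.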
# ALOX12 inh: blocks human arachidonate 12S-lipoxygenase. P18054. purified 12hLO, xylenol orange hydroperoxide absorbance. Potency, µM (highest dose often 108 µM), without a hit: at the top dose activity change, negative = inhibition, most hits filed as inhibitors. hit rate 1.1% among 580,000; further: on the % scale 0 is the no-effect control and ±100 the full control effect
#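 Purified human 12hLO (150 nM final) in 25 mM Hepes, 0.01% Triton X-100, pH 7.0 was preincubated 15 min at room temperature with compound. Then 40 uM arachidonic acid was added, 30 min. Hydroperoxide was read by Fe-XO absorbance ratio 573/405 nm.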
# Pin1 inhibitor: inhibitors of human Pin1 | Potency, µM (series often up to 115 µM), without a hit: at the highest dose activity, negative = inhibition, hits mostly inhibitors | Pin1 FP peptide displacement, HiFluor488, 10 min | hit rate 0.009% among 390,000; active means well fitted inhibition curve with a large enough effect in the polarisation, with a control signal flat, not every such curve was filed as active; inconclusive means small, poorly fitted or top-dose-only effect, or effect the other way, or a change in a side signal; inactive means no such curve, though single readings can be large or run the other way; the % refers to the polarisation; further: on the % scale 0 is the no-effect control and ±100 the full control effect
# Target sequence (Q13526 whole entry, looked up): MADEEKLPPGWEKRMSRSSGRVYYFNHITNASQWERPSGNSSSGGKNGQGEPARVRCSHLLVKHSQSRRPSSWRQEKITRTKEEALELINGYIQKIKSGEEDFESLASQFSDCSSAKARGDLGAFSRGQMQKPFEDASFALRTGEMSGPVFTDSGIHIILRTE
# GLS inh: glutaminase GLS (human) inhibition; O94925; GLS enzymatic activity, qHTS titration; Potency, µM (series often up to 45.5 µM), for the others: top-dose activity change, negative = inhibition, hits mostly inhibitors; hit rate 0.21% among 410,000; AID 624170; further: on the % scale 0 is the no-effect control and ±100 the full control effect
#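 hKGA; 45 mM KH2PO4 pH 8.2 + 0.02% Tween-20; cpd via pin tool; 1 mM Gln soln; GluOx/HRP/Amplex Red; RT 30 min; fluor. t0 & final.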
# ERG-DNA inh: inhibitors of human ERG Ets domain-DNA interaction | P11308 | fluorescence polarization, His-ERG Ets domain / labelled DNA | Potency, µM (series often up to 76.9 µM), without a hit: top-dose FP activity, negative = inhibition, actives largely listed as inhibitors | hit rate 0.028% among 370,000; active means well fitted inhibition curve with a large enough effect in the polarisation, with a control signal flat; inconclusive means small, poorly fitted or top-dose-only effect, or effect the other way, or a change in a side signal; inactive means no such curve, though single readings can be large or run the other way; the % refers to the polarisation;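 further: polarization taken with two DNA probes labelled with fluorescein and Texas red; % of control where 0% means no effect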
# Target sequence (P11308 whole entry, looked up, the tested form may be a part): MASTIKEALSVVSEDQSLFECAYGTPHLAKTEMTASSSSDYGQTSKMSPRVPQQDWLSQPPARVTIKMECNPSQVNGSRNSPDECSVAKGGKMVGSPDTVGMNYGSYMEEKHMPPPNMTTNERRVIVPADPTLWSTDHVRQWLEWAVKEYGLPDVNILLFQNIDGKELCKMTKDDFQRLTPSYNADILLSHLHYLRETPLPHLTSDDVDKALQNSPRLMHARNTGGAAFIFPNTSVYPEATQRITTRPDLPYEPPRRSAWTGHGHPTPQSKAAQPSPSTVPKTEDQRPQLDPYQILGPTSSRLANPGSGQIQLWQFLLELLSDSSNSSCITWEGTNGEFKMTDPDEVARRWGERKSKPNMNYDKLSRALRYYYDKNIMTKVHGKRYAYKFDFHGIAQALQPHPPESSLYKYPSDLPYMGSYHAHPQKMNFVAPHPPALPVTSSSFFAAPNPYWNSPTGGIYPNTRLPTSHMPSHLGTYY
#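 His-tagged ERG Ets domain (1 uM in the protein solution; 300mM KCl, 50mM Tris-HCl, 1mM EDTA, 1mM DTT, pH 7.5) received compound, then a probe mix of 5 nM fluorescein-DNA and 100nM Texas-615-DNA. Fluorescence polarization was read for both dyes.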
# RGS4 inh: inhibitors of human regulator of G protein signaling 4; P49798; Potency, µM (highest dose often 114 µM), without a hit: at the highest dose activity change, negative = inhibition, actives largely listed as inhibitors; hit rate 0.039% among 390,000; Transcreener GDP fluorescence polarization, RGS4-accelerated GTP hydrolysis; further: on the % scale 0 is the no-effect control and ±100 the full control effect; nearly all actives have a fitted effect of over 75% in size; some results filed as inactive show a strong effect at the top dose
# Target sequence (P49798 whole entry, looked up): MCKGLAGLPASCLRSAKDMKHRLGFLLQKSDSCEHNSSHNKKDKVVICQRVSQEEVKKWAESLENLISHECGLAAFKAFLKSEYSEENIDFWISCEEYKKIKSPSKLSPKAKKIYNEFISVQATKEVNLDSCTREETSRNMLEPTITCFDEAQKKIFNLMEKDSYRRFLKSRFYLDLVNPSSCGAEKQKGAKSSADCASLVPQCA
#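 MLSMR compounds (23 nl, pin-transferred) preincubated 10 min at room temperature with a 500nM (2x) first reagent, then RGS4 at 900nM (2x) plus Transcreener GDP mix added; fluorescence polarization (620/688 nm) read before and after 90 min at 30 °C.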
# The depositor's hits bear a star; i = inactive; ? = inconclusive; . = not tested or not shown; [ ] = another dose, or the depositor's remark. Unless noted, the call rests on the fitted dose curve; in most records, active means well fitted curve in the direction sought with a large enough effect; inconclusive means small, poorly fitted or top-dose-only effect, or another doubt; inactive means no such curve, though single readings can be large; an effect the other way counts as inactive or inconclusive. Potency means the concentration at half of the fitted maximal effect. Some of the compounds tested. The share of hits here may be higher or lower than overall.
nr	molecule	PGK inhibitor	TrxR1 inh	JMJD2A Tudor inh	HP1b binding inh	ALOX12 inh	Pin1 inhibitor	GLS inh	ERG-DNA inh	RGS4 inh
1	COc1ccc(C2C(C(=O)Nc3ccc(OC)c(OC)c3)c3ccccc3C(=O)N2C)cc1 (stereo not given)	9%	15%[57.1 µM]	-17%	16%	0%	-3%	-2%	6%	18%
2	Cc1ccc(NNS(=O)(=O)c2ccc(C)cc2)cc1	-7%	-73%	3.2µM*	?	2.8µM*	4%	?	-8%	-108%[11.4 µM]
3	Cc1ccc(OCCCCN2CCCCC2)c(C)c1	8%	8%	-9%	36%	0%	2%	-2%	0%	24%
4	C/C(=N\NC(=O)C1CC1)c1ccc(OC(F)F)cc1OC(F)F	-8%	22%	6%	47%[activator]	5%	-7%	2%	-11%	9%
5	C/C(N)=C(/C#N)C(=O)COC(=O)CCSc1ccccc1Cl	-6%	-1%	-14%	20%	?	3%	4%	2%	-12%
6	Cc1ccc(-n2ncc3c(Nc4ccc(Oc5ccccc5)cc4)ncnc32)c(C)c1	-7%	18%[57.1 µM]	-23%	20%	?	2%	-18%	-2%	-1%
7	Cc1ccccc1OCCCCN1CCCCC1	0%	-4%	-7%	43%[activator]	-1%	3%	-4%	12%	-10%[56.9 µM]
8	CC(=O)c1cccc(NC(=O)c2ccccc2N(Cc2ccccc2)S(C)(=O)=O)c1	-13%	19%	-7%	29%	2%	-4%	2%	-4%	-12%
9	C=CCN(C(=O)CNC(=O)c1ccco1)C(C(=O)NC1CCCCC1)c1ccccc1 (stereo not given)	-9%	-9%	-9%	40%[activator]	3%	-18%	2%	-17%	-1%
10	Cc1ccc(NC(=O)c2cccs2)cc1S(=O)(=O)N(C)C	i	-15%	-9%	36%	-15%	0%	-1%	0%	-19%
11	COc1cccc(SCc2noc(C(=O)NC(C)C)c2C(=O)O)c1	i	13%	-19%	27%	?	5%	0%	0%	5%
12	NS(=O)(=O)c1ccc(NC(=S)NC(=O)C2CCCC2)cc1	-8%	?	-14%	34%	-28%	-1%	-5%	-9%	-26%
13	Cc1ccc(-c2c3c(=O)n(C)c(=O)n(C)c3cn2-c2cc(C)ccc2O)cc1	i	25%	-23%	13%	-8%	1%	2%	5%	6%
14	Cc1cc(C)c(NC(=O)COC(=O)c2nc3nccc(C)n3n2)c(Cl)c1	i	13%	-12%	22%	-11%	2%	-1%	6%	8%
15	CC(C1CCN(Cc2cn(C)nc2-c2cccc(Cl)c2)CC1)N1CCOCC1 (stereo not given)	-2%	12%	-8%	13%[57 µM]	0%	12%	11%	0%	-9%
16	Nc1nc(CSc2ccc(Cl)cc2)nc(N2CCCCC2)n1	-2%	15%[57.1 µM]	-5%	42%	-7%	-2%	-2%	11%	-22%
17	CC(C)(O)/C=C1/Oc2ccccc2C1N1CCCCC1 (stereo not given)	0%	-23%	-1%	38%	172%[activator]	-2%	17%	2%	-1%
18	COc1ccccc1NC(=O)Nc1ccccc1Br	-9%	-24%	-19%	-3%	-22%	6%	?	12%	-33%[11.4 µM]
19	CC1CCc2c(cc(-c3ccccc3)n2-c2ccc(C(=O)NC(C)C)cc2)C1 (stereo not given)	-3%	16%	?	46%[activator]	-10%	-2%	3%	-2%	-14%
20	O=C1C(c2ccccc2)C(c2ccccc2)NC(c2ccccc2)C1c1ccccc1 (stereo not given)	-5%	3%	-20%	6%	13%	-5%	0%	1%	-18%
21	O=C(NCCCCc1ccccc1)c1ccccc1	i	14%[57.1 µM]	5%	24%	6%	-5%	-16%	15%	12%
22	NS(=O)(=O)c1ccc(Cc2ncc(C(F)(F)F)cc2Cl)s1	0%	-11%	1%	10%	-17%	4%	1%	-5%	-4%
23	CCOC(=O)c1c(NC(=O)/C=C/c2ccc(C(C)C)cc2)sc2c1CCC2	0%	3%	-8%	28%	-18%	16%	4%	-4%	3%
24	COc1cc(OC)c(NS(=O)(=O)c2ccc3c(c2)NC(=O)CCS3)cc1Cl	6%	3%	-12%	25%	?	4%	22%	1%	13%
25	COc1ccc(-c2nn(-c3ccccc3)cc2/C=N/Nc2ccc(Cl)c(C(=O)O)c2)cc1OC	i	12%	-28%	8%	0%	.	9%	-1%	-9%

# A different layout for some results above:
(15) CC(C1CCN(Cc2cn(C)nc2-c2cccc(Cl)c2)CC1)N1CCOCC1 (stereo not given)
- PGK inhibitor: -2%
- TrxR1 inh: 12%
- JMJD2A Tudor inh: -8%
- HP1b binding inh: 13%[57 µM]
- ALOX12 inh: 0%
- Pin1 inhibitor: 12%
- GLS inh: 11%
- ERG-DNA inh: 0%
- RGS4 inh: -9%
(12) NS(=O)(=O)c1ccc(NC(=S)NC(=O)C2CCCC2)cc1
- PGK inhibitor: -8%
- TrxR1 inh: ?
- JMJD2A Tudor inh: -14%
- HP1b binding inh: 34%
- ALOX12 inh: -28%
- Pin1 inhibitor: -1%
- GLS inh: -5%
- ERG-DNA inh: -9%
- RGS4 inh: -26%
(24) COc1cc(OC)c(NS(=O)(=O)c2ccc3c(c2)NC(=O)CCS3)cc1Cl
- PGK inhibitor: 6%
- TrxR1 inh: 3%
- JMJD2A Tudor inh: -12%
- HP1b binding inh: 25%
- ALOX12 inh: ?
- Pin1 inhibitor: 4%
- GLS inh: 22%
- ERG-DNA inh: 1%
- RGS4 inh: 13%

# New compounds follow
nr	molecule	PGK inhibitor	TrxR1 inh	JMJD2A Tudor inh	HP1b binding inh	ALOX12 inh	Pin1 inhibitor	GLS inh	ERG-DNA inh	RGS4 inh
26	O=C1c2cccc3cc([N+](=O)[O-])cc(c23)C(=O)N1c1ccccc1O	i	12%[57.1 µM]	-9%[11.4 µM]	23%	-50%	7%	0%	-1%	-11%
27	c1ccc2c(c1)sc1nnnn12	3%	12%[57.1 µM]	-6%	30%	-12%	-1%	-9%	3%	6%
28	Cc1ccc(N2C(=O)c3n[nH]c(C)c3C2c2ccc(C(C)C)cc2)cc1 (stereo not given)	-9%	7%	-17%	12%	?	1%	3%	4%	-34%
29	CC(C)C(=O)NC(NC(=O)C(C)C)c1ccc([N+](=O)[O-])cc1	-1%	-7%	1%	14%	10%	13%	8%	-16%	-1%
30	OCCC1CN(Cc2cccnc2)CCN1CCc1ccccc1 (stereo not given)	-9%	11%	-16%	26%	1%	-7%	-2%	0%	47%
31	O=C(NNc1cc(N2CCOCC2)nc(N2CCOCC2)n1)c1ccc([N+](=O)[O-])cc1	-6%	18%[57.1 µM]	-18%	9%	10%	?	18%	?	-20%
32	Cc1ccccc1NC(=S)N(CCCN1CCC(C)CC1)Cc1ccco1	-3%	-6%[57.1 µM]	-13%	10%	2%	-1%	8%	-14%	4%
33	COc1ccc(CN2C(=O)C(CC(C)C)Nc3ncnc(N4CCN(c5ccccn5)CC4)c32)cc1 (stereo not given)	-9%	8%[57.1 µM]	?	51%	-13%	4%	1%	8%	-22%
34	CCOCCOC(=O)c1ccc(NC(=O)c2cc3ccccc3o2)cc1	i	18%	-4%	48%[activator]	-20%	-5%	-16%	20%	-15%
35	COc1ccc(OCC(=O)Sc2ccc(C)cc2)cc1	i	?	121%[activator]	282%[activator]	-23%	-1%	20%	5%	-44%
36	Cc1nn(C(=O)c2cccs2)c(N)c1-c1ccccc1	4%	11%[57.1 µM]	-22%	21%	5%	-1%	4%	7%	7%
37	c1ccc(-n2ncc3c(NCc4cccnc4)ncnc32)cc1	-2%	-5%	-1%	34%	0%	2%	0%	10%	-13%
38	O=C(CN(Cc1ccccc1F)C(=O)Cn1nnc(-c2cccs2)n1)NCC1CCCO1 (stereo not given)	3%[11.5 µM]	18%	-12%	14%	-28%	-1%	2%	.	30%
39	O=C(CC(CC(=O)c1ccccc1)c1ccncc1)c1ccccc1	i	-3%[2.29 µM]	-16%	18%[57 µM]	-21%	-6%	-2%	-6%	0%
40	O=S(=O)(Nc1ccc(Cl)cn1)c1ccc(Cl)cc1	-1%	10%	-17%	33%	-2%	-1%	0%	-1%	23%
41	Cc1cccc(C)c1OCc1cc(C(=O)N2CCN(c3ccccc3)CC2C)no1 (stereo not given)	-9%	26%	2%	17%	4%	?	-1%	12%	-51%
42	COC(=O)c1ccc(-c2ccc(/C=N/NC(=O)Cc3nnc(N)s3)o2)cc1	7%	-75%[57.1 µM]	-26%	20%	-1%	?	0%	3%	-52%
43	O=C(COC(=O)c1ccc[nH]c1=O)NC1CCCCC1	-5%	2%	2%	20%	-25%	-1%	-3%	-6%	-12%
44	Cc1nnc2c(N3CCN(c4ccccc4F)CC3)nc3ccc(C(=O)c4ccccc4)cc3n12	8%	23%	3%	24%	-13%	15%	-1%	1%	-3%
45	Cc1cc(C)cc(NC(=O)c2c(C)nc3ccccn23)c1	3%	5%[57.1 µM]	-10%	23%	-4%	2%	8%	-5%	2%
46	CC(=O)c1ccc(N(CC(=O)NC2CCCC2)C(=O)c2csnn2)cc1	-8%	-22%	-6%	-2%	9%	?	8%	1%	16%
47	COc1ccc(N(CC(=O)Nc2cccc([N+](=O)[O-])c2C)S(C)(=O)=O)cc1OC	-2%	-10%	-14%	26%	-17%	1%	-2%	8%	10%
48	Cc1cc(C(=O)OCC(=O)NCCN2C(=O)CSC2=O)ccc1[N+](=O)[O-]	-5%	5%	3%	37%	-14%	-3%	1%	-3%	-20%
49	CCC(C)N(C(=O)COC(=O)COc1c(C)cc(C)cc1C)C1CCS(=O)(=O)C1 (stereo not given)	-6%	9%	-17%	10%	-22%	-4%	0%	5%	25%
